# High-throughput results from PubChem BioAssay.
# PMI inhibition = human PMI inhibitors, high substrate, primary screen, biochemical, fluorescence intensity, high mannose 6-phosphate (AID 1220). 190,000 compounds, 0.66% hits. recombinant PMI enzyme, coupled fluorescence intensity; higher % means a stronger effect. inhibition, % at 20 µM, or IC50 in µM where a hit was titrated
# Myeloid diff 2 = promotes myeloid progenitor differentiation; 360,000 compounds, 1% hits; calls only at 10 µM; ER-HoxA9 myeloid progenitors, lysozyme-GFP differentiation, flow cytometry;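 active means normalized GFP-positive differentiation at or above the plate's own cutoff, the solvent-only control mean plus 3 SD; inconclusive means no clear call, values can overlap the other calls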;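 further: cells exposed to compound for four days before flow analysis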
# WT yeast gro inh = growth inhibition of WT yeast, mitochondrial fusion screen; mitochondrial fusion phenotypic screen, WT strain; AID 1362; 190,000 compounds, 2.1% hits; inhibition, % at 10 µM; in the data active means inhibition above about 58%; tested in S. cerevisiae
# RSV antiviral HEp-2 = RSV antiviral activity via CPE protection, HEp-2 cells, primary 10 µM value included (AID 2391). HEp-2 cells, RSV-induced CPE inhibition; higher % means a stronger effect. 310,000 compounds, 0.13% hits. CPE inhibition, % at 10 µM; hits with a dose series show IC50 in µM; in the data active means a potency from the dose series; inconclusive means CPE inhibition mostly from about 23% at the one dose, without a potency; inactive means the rest, 99 in 100 with CPE inhibition below about 21%; further: strong numbers were not always called active
# XIAP displacement = XIAP antagonists, biochemical, IAP family, fluorescence polarization (AID 1018). XIAP BIR domain, fluorescence polarization peptide displacement; higher % means a stronger effect. one-dose displacement, % at 20 µM; IC50 in µM for titrated hits. 200,000 compounds, 0.007% hits; in the data active means displacement above about 50%; further: a part of the inactive calls stands beside numbers as strong as those of hits
# SIAH1 antagonists = blockers of Siah-1 interaction with plectin peptide – biochemical, fluorescence polarization, rhodamine-plectin, uHTS, primary screen (AID 1817); one-dose displacement, % at 20 µM; IC50 in µM for titrated hits; 290,000 compounds, 0.02% hits; Siah-1 / rhodamine-plectin peptide fluorescence polarization; higher % means a stronger effect;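 active means displacement of at least 50% at 20 µM, with a fluorescence ratio check between 0.3 and a set limit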;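 further: plate controls were Siah plus tracer with DMSO for no effect and tracer alone without Siah for full effect; strong numbers were not always called active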
# TNAP activators = stimulation of alkaline phosphatase TNAP activity – biochemical, luminescent, no phosphate acceptor, uHTS, primary screen (AID 1001) | purified TNAP, luminescent activation assay, no phosphate acceptor; higher activation fold means a stronger effect | activation fold at 20 µM, or EC50 in µM where a hit was titrated | 200,000 compounds, 0.03% hits; in the data active means activation fold from about 3, or a potency from the dose series; inactive means the rest, 99 in 100 with activation fold below about 1.6; further: many of its hits are not listed in these tables
# PMI inhibitors = MPI enzyme activity inhibition – biochemical, fluorescence intensity, coupled assay, primary screen (AID 1209); purified PMI enzyme, coupled fluorescence intensity; higher % means a stronger effect; inhibition, % at 20 µM, or IC50 in µM where a hit was titrated; 190,000 compounds, 0.42% hits;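 further: plate controls were DMSO vehicle for no effect and wells lacking substrate for full effect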
# PhoP inhibition = inhibitors of PhoP regulon expression, primary screen, Salmonella Typhimurium, GFP reporter (AID 1863). S. Typhimurium PhoP-regulated promoter GFP reporter, 4 h; higher % means a stronger effect. inhibition, % at 50 µM; hits with a dose series show IC50 in µM. 300,000 compounds, 0.16% hits;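 active means inhibition over 29.93%, a cutoff 3 SD above the screen mean, later confirmed by dose response; inconclusive means inhibition over 29.93% but no dose response follow-up; inactive means inhibition at most 29.93% or unconfirmed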;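 further: 0% = low Mg2+ inducing control and 100% = high Mg2+ repressing control; strong numbers were not always called active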
# WT yeast gro inh mutant strain = second read-out of WT yeast gro inh, no call of its own (marks repeat the call); inhibition, %; mitochondrial fusion phenotypic screen, mutant strain inhibition
# Myeloid diff 2 GFP+ MAC1+ % = recorded beside Myeloid diff 2, whose call it bears; GFP+ MAC1+ double positive, %; measured here: differentiation confirmed by MAC1 staining
# The depositor's hits bear a star; i = inactive; ? = inconclusive; nt = no result given. Unless noted, no stated cut-off is given here; in the data, active means inhibition above about 50%; inactive means the rest.
# Fields – PMI inhibition	Myeloid diff 2	Myeloid diff 2 GFP+ MAC1+ %	WT yeast gro inh	WT yeast gro inh mutant strain	RSV antiviral HEp-2	XIAP displacement	SIAH1 antagonists	TNAP activators	PMI inhibitors	PhoP inhibition
> Cc1nc(CS(=O)c2ccccc2)cc(N2CCOCC2)n1 (stereo not given)
→ -1.3%	i	0.8	4.3	5.8	0.4%	-3.9%	1.0%	1.1	-2.6%	-3.5%
> COc1ccc(NC(=O)/C=C/c2ccc(C)o2)cc1S(=O)(=O)N1CCOCC1
→ 21.6%	i	0.2	-17.2	-15.2	-0.5%	-7.2%	-0.3%	1.1	-0.7%	-11.0%
> CCc1ccccc1NC(=S)N(Cc1ccc(OC)cc1)CC1CCC(C(=O)O)CC1 (stereo not given)
→ -7.6%	i	0.9	-13.7	12.9	0.0%	-2.7%	-4.1%	1	-10.5%	-8.2%
> CN1CCN(c2ccc(NC(=O)C(C)(c3ccccc3)c3ccccc3)cc2)CC1
→ nt	i	0.4	nt	nt	-1.0%	nt	4.7%	nt	nt	6.5%
> CCCCNC(=O)c1cc2ccccc2s1
→ -6.3%	i	0.7	16.6	3.5	3.2%	-2.6%	2.8%	1.1	-3.1%	0.7%
> COc1ccc(C(=O)COC(=O)CCNS(=O)(=O)c2ccccc2)cc1Br
→ nt	i	0.4	nt	nt	2.9%	nt	4.7%	nt	nt	4.6%
> O=C(O)/C=C\C(=O)Nc1ccccc1C#Cc1ccc(Br)cc1
→ 7.7%	i	2.7	20.6	22.6	0.5%	-4.9%	12.8%	1.1	11.8%	-9.5%
> O=C(/C=C/c1ccc([N+](=O)[O-])cc1)N1CCN(S(=O)(=O)c2cccs2)CC1
→ nt	i	0.7	nt	nt	1.2%	nt	-4.7%	nt	nt	-6.7%
> O=C(CCCN1C(=O)c2ccccc2C1=O)Nc1c2c(nc3c1CCC3)CCC2
→ -20.1%	i	0.7	3.2	9.3	nt	-5.9%	0.3%	1	-13.1%	10.8%
> CCc1cc(=O)oc2cc(OCC(=O)N(CC)CC)c(Cl)cc12
→ 2.1%	i	2.3	-3.5	2.2	1.9%	-1.3%	-2.7%	1.1	4.4%	6.6%
> C=CCOc1c2ccc(C(=O)NC3CCCc4ccccc43)cc2nn1C (stereo not given)
→ 7.5%	i	1.3	15.7	1.9	0.6%	-14.7%	-5.2%	1	5.5%	-7.4%
> CCCC(=O)NC(=S)Nc1nc(-c2ccc(OC)cc2)cs1
→ -0.3%	?	nt	0.5	3.2	4.6%	-0.9%	5.4%	1	-2.1%	-6.7%
> O=C(CCc1nc2ccccc2c(=O)[nH]1)OCc1ccccc1F
→ 1.4%	i	2.2	-40.8	-8.9	0.5%	-2.4%	3.9%	1.1	1.9%	-2.5%
> O=[N+]([O-])c1cnccc1Nc1ccccc1
→ 2.9%	i	0.7	6.3	6.0	1.5%	-4.2%	-0.3%	1	1.6%	9.5%
> OC(CNCC1CCCO1)Cn1c2ccc(Br)cc2c2cc(Br)ccc21 (stereo not given)
→ -7.3%	i	0.5	92.5	94.0	-2.0%	3.7%	14.8%	1.1	-0.9%	1.2%
> CCOC(=O)NC(=O)c1cn(Nc2ccccc2C(F)(F)F)c(=O)[nH]c1=O
→ nt	i	0.6	nt	nt	1.5%	nt	9.8%	nt	nt	-2.6%
> COc1cccc(N/C=C/C(=O)c2ccc(OC)c(OC)c2)c1
→ nt	i	0.3	nt	nt	19.9%	nt	10.3%	nt	nt	-4.6%
> O=C(CSc1ncn[nH]1)Nc1nc(-c2ccccc2)cs1
→ -9.7%	i	0.6	17.8	17.5	-1.1%	-4.9%	-2.7%	0.2	-9.5%	-0.8%
> COc1ccc(CNS(=O)(=O)c2ccc(F)c(C(=O)Nc3ccccc3OC)c2)cc1
→ -3.2%	i	0.4	-5.3	-1.4	2.5%	3.3%	-0.9%	1.1	-2.4%	-1.6%
> Cc1ccc2cc(C(c3nnnn3C(C)(C)C)N3CCCCCC3)c(=O)[nH]c2c1 (stereo not given)
→ -50.8%	i	5.4	3.7	-5.6	-0.3%	-8.6%	46.3%	1	-6.3%	-12.9%
> CCC(C)(C)NC(=O)CN(C(=O)c1ccc(N2CCCC2)nc1)c1ccc(F)cc1
→ nt	i	0.5	nt	nt	2.1%	nt	-2.4%	nt	nt	2.3%
> COc1ccc(NC(=O)C2CC(c3cccc(Br)c3)=NO2)cc1OC (stereo not given)
→ nt	i	0.4	nt	nt	0.5%	nt	-2.1%	nt	nt	-5.1%
> O=C(C(Cc1ccc(Cl)cc1)NS(=O)(=O)c1ccccc1)N1CC[C@@]2(O)CCCC[C@H]2C1 (stereo not given in full)
→ 6.9%	i	1.7	16.0	-10.7	-1.7%	-3.1%	-1.6%	1.1	5.5%	9.3%
> Clc1ccc(-c2c(C3=NCCCN3)nnn2-c2ccc(Cl)cc2)cc1
→ nt	i	0.3	nt	nt	-0.3%	nt	4.1%	nt	nt	-1.7%
> COc1cc(CO)ccc1Oc1nnnn1-c1ccc(C(N)=O)cc1
→ -6.8%	i	0.4	8.9	-12.2	1.9%	-4.4%	-5.5%	1.1	2.2%	-11.3%
> COC(=O)c1c(NC(=O)Cn2nc(C(F)F)cc2C(F)F)sc(C)c1C
→ 4.8%	i	0.6	-40.7	-3.4	0.7%	-3.7%	-3.0%	1.1	12.8%	0.9%
> COc1c(C)cc(C(=O)C2CCCN(C(=O)c3cc4nc(C)cc(C)n4n3)C2)cc1C (stereo not given)
→ -8.7%	i	0.5	16.8	11.5	3.4%	-5.3%	-0.7%	1.1	3.4%	-3.9%
> Cc1oc2c(c1C(=O)Nc1ccc(C(=O)O)cc1)CCCC2
→ 0.1%	i	0.5	3.1	7.6	1.6%	-2.3%	-2.3%	1.1	-8.3%	12.2%
> C=CCN(c1ccccc1)S(=O)(=O)c1c(C)[nH]c(=O)[nH]c1=O
→ 4.1%	i	0.3	2.8	3.5	1.2%	-8.5%	0.9%	1.1	-14.2%	-8.9%
> Cc1ccc(-c2nc(S(=O)(=O)c3ccc(C)cc3)c(N3CCOCC3)o2)cc1
→ nt	i	1.1	nt	nt	1.4%	nt	-3.2%	nt	nt	1.9%
> Cc1ccc(O)c(NC(=S)NC(=O)c2ccccc2Cl)c1
→ 9.9%	i	0.1	19.7	-19.1	4.0%	-7.1%	-3.3%	1	17.4%	2.2%
> CC1(C)CC(=O)c2sc(NS(C)(=O)=O)nc2C1
→ -19.8%	i	0.6	13.7	8.8	1.0%	-6.0%	2.8%	1	-8.6%	4.6%
> CC(Oc1ccc2c3c(c(=O)oc2c1)CCC3)C(=O)N[C@@H](Cc1ccccc1)C(=O)O (stereo not given in full)
→ nt	i	3.0	nt	nt	1.9%	nt	-2.5%	nt	nt	-8.1%
> CC(C)N=C1SCC(C)(/C=N/O)S1 (stereo not given)
→ 7.4%	i	5.7	10.6	2.0	1.1%	-5.8%	-0.2%	1.1	7.0%	1.8%
> Cc1ccc(-n2nc3c(=O)n(C(C)C(=O)NCc4ccco4)nc(C)c3c2C)cc1 (stereo not given)
→ nt	?	nt	nt	nt	6.1%	nt	-5.6%	nt	nt	7.9%
> O=Cc1cn[nH]c1-c1cccc([N+](=O)[O-])c1
→ -3.9%	i	0.7	-11.8	-3.4	0.4%	-5.6%	-4.0%	0.7	-5.2%	-1.7%
> CC(C)n1c(CCC(=O)O)ccc1-c1ccccc1
→ -2.2%	i	0.9	7.1	5.0	-0.1%	-4.4%	6.8%	1.2	-5.4%	1.5%
> O=C(NNc1nc2ccccc2s1)C1CC1
→ 9.7%	i	0.9	-6.9	-12.7	0.9%	-2.6%	5.5%	1.2	9.5%	6.4%
> Cc1ccc(F)cc1NC(=O)c1cccc(N(C)C)c1
→ -4.3%	i	1.0	30.6	23.5	0.4%	-5.0%	-4.8%	1.1	-5.0%	5.7%
> CCCCSc1nnc(C)c(=O)[nH]1
→ 16.8%	i	5.9	10.5	-5.3	0.7%	3.4%	0.9%	1.1	2.4%	-27.1%
> COc1ccc(NC(=O)CN(Cc2ccccc2)S(C)(=O)=O)c(OC)c1
→ 12.2%	i	4.2	4.8	10.7	-0.3%	-3.4%	4.0%	1.1	10.1%	-1.1%
> COc1ccc(CNCCc2ccc([N+](=O)[O-])cc2)c(OC)c1OC
→ nt	i	0.7	nt	nt	0.1%	nt	-1.8%	nt	nt	-5.0%
> CCOc1ccc(CCNC(=O)CSc2n[nH]c(N)n2)cc1OCC
→ nt	i	0.0	nt	nt	1.7%	nt	-2.2%	nt	nt	-2.9%
> CCOC(=O)c1sc2nc(CSc3ccccc3)[nH]c(=O)c2c1C
→ 3.9%	i	1.1	-12.4	-17.8	1.5%	-8.9%	-3.4%	1.1	6.5%	1.7%
> [N-]=[N+]=NC1CC(CO)OC1n1ccc(=O)[nH]c1=O (stereo not given)
→ nt	i	0.6	nt	nt	0.3%	nt	-2.7%	nt	nt	6.8%
> Cc1nnc(SCC(=O)N/N=C/c2cn(-c3ccccc3)nc2-c2ccc(F)cc2)n1-c1ccccc1
→ 13.6%	i	0.9	-18.3	-2.1	5.0%	-0.6%	23.5%	1.1	19.4%	-17.6%
> CC(OC(=O)c1ccccc1NCCO)C(=O)NCC(=O)Nc1ccc(F)c(F)c1F (stereo not given)
→ nt	i	1.6	nt	nt	1.8%	nt	-2.6%	nt	nt	7.6%
> O=C(Cc1cn(-c2ccccc2)nc1-c1ccccc1)N1CCCCC1
→ nt	i	0.9	nt	nt	1.0%	nt	-5.1%	nt	nt	5.8%
> Cc1ccc(NC(=O)CCc2nnc3ccc(N4CCC5(CC4)OCCO5)nn23)cc1F
→ nt	i	1.6	nt	nt	0.6%	nt	-6.5%	nt	nt	-4.3%
> Clc1ccc(OCc2nnc(SCc3nnc(-c4ccccc4)o3)o2)c(Cl)c1
→ 6.1%	i	1.5	29.3	35.6	4.0%	3.0%	-4.0%	1.1	-10.2%	-12.8%
> CNc1c([N+](=O)[O-])cnn1-c1ccccc1F
→ 11.4%	i	0.3	2.5	-3.3	-0.2%	-17.2%	-0.5%	1	9.2%	-4.3%
> COCCn1c(-c2ccc(F)cc2)nc2cccnc21
→ nt	i	0.6	nt	nt	0.6%	nt	2.5%	nt	nt	2.7%
> CCC(=O)Nc1cccc(NC(=O)c2cccc([N+](=O)[O-])c2)c1
→ 0.7%	i	8.9	11.7	6.2	1.3%	-3.1%	1.6%	1.1	2.5%	7.1%
> Cc1ccccc1NC(=O)c1sc(NC(=O)COc2ccccc2)c(C#N)c1C
→ -1.1%	i	1.7	-8.1	8.0	1.9%	-2.0%	13.7%	1.2	5.1%	0.2%
> O=C(NCC(c1cccnc1)N1CCOCC1)c1cccs1 (stereo not given)
→ -2.8%	i	2.1	34.2	0.9	1.4%	-6.1%	-2.7%	1.1	1.6%	-7.4%
